# Bioassay records: PubChem BioAssay, Fisher Drug Discovery Resource Center
# hcGAS inh = inhibitors of human cGAS | Q8N884 | recombinant h-cGAS, ATP depletion, Kinase-Glo luminescence | inhibition, % at 12.5 µM | hit rate 0.081% among 290,000 | AID 1259398;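 note: 0% = vehicle reaction and 100% = reaction without DNA for no activity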
# Target sequence (Q8N884 whole entry, looked up): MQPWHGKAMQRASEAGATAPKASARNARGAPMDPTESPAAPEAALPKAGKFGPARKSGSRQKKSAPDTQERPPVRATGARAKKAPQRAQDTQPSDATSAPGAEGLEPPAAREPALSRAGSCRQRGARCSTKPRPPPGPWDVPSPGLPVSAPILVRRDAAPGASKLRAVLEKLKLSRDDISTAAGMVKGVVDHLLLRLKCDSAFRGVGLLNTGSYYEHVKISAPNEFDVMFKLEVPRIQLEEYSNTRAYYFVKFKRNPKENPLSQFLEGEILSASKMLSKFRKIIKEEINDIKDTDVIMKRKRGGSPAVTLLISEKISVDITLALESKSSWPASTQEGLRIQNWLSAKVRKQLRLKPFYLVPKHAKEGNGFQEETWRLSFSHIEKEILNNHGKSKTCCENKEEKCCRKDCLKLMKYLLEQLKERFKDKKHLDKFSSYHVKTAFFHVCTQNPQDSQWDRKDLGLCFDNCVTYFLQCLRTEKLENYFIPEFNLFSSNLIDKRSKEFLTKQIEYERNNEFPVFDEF
# NPYLR7 agonist = mosquito NPYLR7 agonism; hit rate 0.15% among 270,000; HEK293T NPYLR7/Galpha15, GCaMP6s calcium fluorescence; activation, % at 10 µM; in the data active = activation above about 40%;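 note: 0% = vehicle and 100% = reference agonist at the receptor; some compounds past the cut are filed as inactive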
# mcGAS inh = mouse cGAS inhibition by luminescence; Q8C6L5; inhibition, % at 12.5 µM; hit rate 0.15% among 160,000; recombinant cGAS, Kinase-Glo ATP depletion luminescence; AID 1259399;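 note: 0% = negative control wells and 100% = reference inhibitor with no enzyme activity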
# Starred values were filed as active, the others as inactive; . = not tested or not shown; & = joins results of further samples. Cut-off read from the data, not from the text of the source, unless noted: active = inhibition above about 40%; inactive = the rest.
# Order of values: hcGAS inh	mcGAS inh	NPYLR7 agonist
COc1cccc(C(CN2CCN(S(=O)(=O)c3cccc(OC)c3)CC2)OCc2ccc(C#N)cc2)c1 (stereo not drawn)
  2	-5	26
CN(C)C(CNC(=O)c1ccc(C#N)cc1)c1cccs1 (stereo not drawn)
  -15	.	1
CC(N(C)C(=O)c1cccc(NS(C)(=O)=O)c1)C(C)(C)C (stereo not drawn)
  -18	-7	1
Cc1cc(CC(=O)N2CCCn3nc(C(=O)Nc4ccccc4)cc3C2)on1
  -5	-16	-1
CCCc1[nH]n(-c2ccc(Cl)c(Cl)c2)c(=O)c1C1=C([n+]2cccc(C)c2)C(=O)N(c2cccc(C)c2)C1=O
  -5	-8	4
O=S(=O)(NCCc1ccc(F)cc1)c1ccc(Cl)cc1
  -5	-5	-3
COc1ccc(Cl)cc1C1=N/C(=C/c2cccs2)C(=O)O1
  -1	.	-5
CCOC(=O)C(Cc1ccc(Cl)cc1)NC(=O)c1c(C)oc(C)c1-c1ccoc1 (stereo not drawn)
  -10	-3	-4
CCOC(=O)c1cc(-c2ccc(N3CCN(C(=O)c4ccc(OC)c(F)c4)CC3)cc2)n(-c2ccccn2)n1
  -7	-9	17
CCC(C)N(Cc1ccncc1)C(=O)c1ccccc1OC(F)F (stereo not drawn)
  -2	-19	6
CCCc1nc(CN2CCN(c3cccc(C)c3)CC2)cs1
  -7	.	6
C=CCOc1ccc(C2C3=C(CCCC3=O)OC(=N)C2C#N)cc1 (stereo not drawn)
  -1	3	-8
CNC(=O)Cn1cc(NC(=O)c2ccc(CN3CCCC(C)C3)cc2)cn1 (stereo not drawn)
  -3	-15	-2
O=S(=O)(c1ccc(Cl)cc1)N1CCN(C(=S)Nc2ccccc2F)CC1
  -7	-16	-1
CCOC(=O)c1nc2cc(C)c(C)cc2nc1N1CCN(S(=O)(=O)c2ccc(Cl)c([N+](=O)[O-])c2)CC1
  -7	-2	10
CC(N(C)c1ccc2nnc(C(F)(F)F)n2n1)C1(C)CC1 (stereo not drawn)
  -10	.	0
CC(C)c1ccc(CN2CCCC(O)(CN(C)Cc3cnn(C)c3)C2=O)cc1 (stereo not drawn)
  -1	-15	22
CC1CCN(C(=O)CC2C(=O)NCCN2Cc2ccc(Cl)c(F)c2)CC1 (stereo not drawn)
  -5	-10	13
Cc1nc(NCC(=O)NC(C)(C)C)cc(C2CCNCC2)n1
  -2	-10	7
CCOc1nc(-c2ccccc2C)n(-c2cccc(NC(=O)c3ccc(C)cc3)c2)n1
  -2	-3	19
Cc1ccc(-n2nc(-c3ccc(Cl)cc3)cc2NC(=O)CCc2ccccc2)cc1
  -1	-7	23
CN(CC(=O)Nc1ccc(N2CCCC2=O)cc1)C1CCCCC1
  -1	.	-13
OC1CCC(NC(=S)Nc2ccc(SC(F)F)cc2)CC1 (stereo not drawn)
  -14	.	3
CN(C)C(=O)Cc1ccccc1NC(=O)N(CCCO)CC(C)(C)C
  -4	.	3
CC1(Cc2cc(Cl)ccc2C(F)(F)F)C(=O)Nc2cc(-c3ccc(F)cc3F)ccc21 (stereo not drawn)
  0	2	-4
CN(Cc1nc2ccc(F)cc2[nH]1)CC1CCNCC1
  -5	.	2
Cn1c(=O)[nH]c(=O)c2c1nc(N1CCN(Cc3ccccc3)CC1)n2Cc1ccc(Cl)cc1Cl
  -8	.	0
O=C(CCNc1nc(C2CCCC2)nc2c1CCNCC2)N1CCCC1
  -10	-5	.
COc1cccc(NC(=O)CSc2nnc(C3COc4ccccc4O3)n2C)c1 (stereo not drawn)
  -4	.	15
O=C(NCc1ccc(Cl)cc1Cl)Nc1nc([C@@H]2O[C@H](CO)[C@@H](O)[C@H](O)[C@H]2O)cs1
  -5	-4	12

# Entries shown so far containing an NH in an aromatic ring:
# Order of values: hcGAS inh	mcGAS inh	NPYLR7 agonist
CCCc1[nH]n(-c2ccc(Cl)c(Cl)c2)c(=O)c1C1=C([n+]2cccc(C)c2)C(=O)N(c2cccc(C)c2)C1=O
  -5	-8	4
CN(Cc1nc2ccc(F)cc2[nH]1)CC1CCNCC1
  -5	.	2
Cn1c(=O)[nH]c(=O)c2c1nc(N1CCN(Cc3ccccc3)CC1)n2Cc1ccc(Cl)cc1Cl
  -8	.	0

# In another format: results already given
Molecule,hcGAS inh,mcGAS inh,NPYLR7 agonist
CCC(C)N(Cc1ccncc1)C(=O)c1ccccc1OC(F)F (stereo not drawn),-2,-19,6
CCCc1nc(CN2CCN(c3cccc(C)c3)CC2)cs1,-7,.,6
C=CCOc1ccc(C2C3=C(CCCC3=O)OC(=N)C2C#N)cc1 (stereo not drawn),-1,3,-8
CNC(=O)Cn1cc(NC(=O)c2ccc(CN3CCCC(C)C3)cc2)cn1 (stereo not drawn),-3,-15,-2
O=S(=O)(c1ccc(Cl)cc1)N1CCN(C(=S)Nc2ccccc2F)CC1,-7,-16,-1
CCOC(=O)c1nc2cc(C)c(C)cc2nc1N1CCN(S(=O)(=O)c2ccc(Cl)c([N+](=O)[O-])c2)CC1,-7,-2,10
CC(N(C)c1ccc2nnc(C(F)(F)F)n2n1)C1(C)CC1 (stereo not drawn),-10,.,0
CC(C)c1ccc(CN2CCCC(O)(CN(C)Cc3cnn(C)c3)C2=O)cc1 (stereo not drawn),-1,-15,22
CC1CCN(C(=O)CC2C(=O)NCCN2Cc2ccc(Cl)c(F)c2)CC1 (stereo not drawn),-5,-10,13
Cc1nc(NCC(=O)NC(C)(C)C)cc(C2CCNCC2)n1,-2,-10,7
CCOc1nc(-c2ccccc2C)n(-c2cccc(NC(=O)c3ccc(C)cc3)c2)n1,-2,-3,19
Cc1ccc(-n2nc(-c3ccc(Cl)cc3)cc2NC(=O)CCc2ccccc2)cc1,-1,-7,23
CN(CC(=O)Nc1ccc(N2CCCC2=O)cc1)C1CCCCC1,-1,.,-13
OC1CCC(NC(=S)Nc2ccc(SC(F)F)cc2)CC1 (stereo not drawn),-14,.,3
CN(C)C(=O)Cc1ccccc1NC(=O)N(CCCO)CC(C)(C)C,-4,.,3
CC1(Cc2cc(Cl)ccc2C(F)(F)F)C(=O)Nc2cc(-c3ccc(F)cc3F)ccc21 (stereo not drawn),0,2,-4
CN(Cc1nc2ccc(F)cc2[nH]1)CC1CCNCC1,-5,.,2
Cn1c(=O)[nH]c(=O)c2c1nc(N1CCN(Cc3ccccc3)CC1)n2Cc1ccc(Cl)cc1Cl,-8,.,0
O=C(CCNc1nc(C2CCCC2)nc2c1CCNCC2)N1CCCC1,-10,-5,.
COc1cccc(NC(=O)CSc2nnc(C3COc4ccccc4O3)n2C)c1 (stereo not drawn),-4,.,15
O=C(NCc1ccc(Cl)cc1Cl)Nc1nc([C@@H]2O[C@H](CO)[C@@H](O)[C@H](O)[C@H]2O)cs1,-5,-4,12

# Continuation.
# Order of values: hcGAS inh	mcGAS inh	NPYLR7 agonist
CCCc1nc(CNC(=O)c2ccn3nnnc3c2)cs1
  -7	-10	-2
CN(CC1Cc2ccccc2O1)C(=O)CCc1nnc(Cc2ccc3c(c2)OCO3)o1 (stereo not drawn)
  0	.	1
Cc1cc(C(=O)N(Cc2ccco2)c2nc3c(F)cc(F)cc3s2)nn1C
  -1	.	-5
C(/C=C/CC=Nc1ccccc1)=Nc1ccccc1
  -5	-7	66*
COc1ccc(OC)c(NC(=O)Nc2ccc(Nc3cc(-n4ccnc4)ncn3)cc2)c1
  4	.	2
O=C(COc1cccc2cccnc12)NC1CCSc2ccccc21 (stereo not drawn)
  -12	.	8
CC(C)(C)CC(=O)N(CCN1CCCC1)Cc1ccc(Br)o1
  -6	-1	.
Cc1ccc(-c2cc(C(=O)N3CCC(C)CC3)c3ccccc3n2)cc1C
  -3	-1	1
CC(C)CN(Cc1ccccn1)C(=O)c1cccc2ccccc12
  0	-1	-3
CCCCNC(CC(=O)Nc1cccnc1)C(=O)O (stereo not drawn)
  -7	-5	25
CCCN(CCC)C(=O)c1cc(S(=O)(=O)NCC)ccc1F
  -12	.	6
O=C(NCc1ccccn1)C1COC2(CCN(C(=O)c3cccc([N+](=O)[O-])c3)CC2)N1C(=O)c1ccco1 (stereo not drawn)
  -2	-4	4
N[n+]1cnn(CC(=O)c2ccc(Br)cc2Br)c1
  -1	.	-9
COCCN(CCC(=O)N1CCN(c2ccccc2Cl)CC1)c1nc(Cc2cccc(OC)c2)ns1
  -2	-6	23
CCOC(=O)c1cc(-c2cccc(NC(=O)c3cnn(C)c3Cl)c2)n(-c2cccc(C)c2)n1
  -4	-2	26
CCCCCCCCCn1c(NCCC)nc2c1c(=O)[nH]c(=O)n2C
  -3	.	17
CCCCc1ccc(C(=O)Nc2nnc(SCC)s2)cc1
  3	-6	-4
O=c1c(O)c(-c2ccc(O)c(O)c2)oc2c(O[C@@H]3O[C@H](CO)[C@H](O)[C@@H](O)[C@H]3O)c(O)cc(O)c12
  -1	.	-1
CC(C(=O)Nc1ccc(F)cc1)n1cnc2c1c(=O)n(C)c(=O)n2C (stereo not drawn)
  -3	.	-12
CN(Cc1ccccc1O)C(=O)c1cc(Cl)c(Cl)n1C
  -13	.	8
CCCN(CC(=O)c1c(C)c(C(=O)OC)n(CC)c1C)C(=O)C(C)(C)CCl
  -5	-4	-5
CCN(CC)S(=O)(=O)c1cc(C)c(C)c(NC(=O)c2ccsc2)c1
  -4	-4	7
O=C1NCC2(CCCN(C(=O)c3cc(=O)n(-c4ccccc4)[nH]3)CC2)O1 (stereo not drawn)
  3	.	7
CC(=O)Nc1sc(/C(C#N)=C/C(C)c2ccccc2)nc1-c1ccc(C)cc1 (stereo not drawn)
  -19	-8	7
Cc1nc2n(n1)C(=O)C(C(c1ccc(F)c(F)c1)N1CCC(C)CC1)S2 (stereo not drawn)
  -8	-10	-1
CCOC(=O)c1c(NS(=O)(=O)c2ccc(NC(C)=O)cc2)sc(C)c1-c1ccc(OC)cc1
  1	.	2
COc1ccc(CN2CCN(Cc3cccn3-c3ncccn3)CC2CCO)c(F)c1 (stereo not drawn)
  1	.	-5
Cc1cnc(NCCN(C)S(C)(=O)=O)nc1N(C)C
  -8	-13	.
CCC(CC)NC(=O)COc1ccc2c3c(c(=O)oc2c1)CCC3
  -4	.	3
COCCCN(C(=O)Nc1c(C)cccc1Cl)C1CCN(C)CC1
  -2	.	-2
CCc1nnc(NC(=O)c2cccc(S(=O)(=O)N3CCCCC3)c2)s1
  -7	-4	-8
CCCCn1c(=O)[nH]c(=O)c2c(C(C)C)c(C#N)c(N)nc21
  -2	.	5
O=C(CC1CCCC1)N1CCN(c2ncnc3c2nnn3Cc2ccccc2)CC1
  -9	-8	-11
CC(=O)Oc1c(C)cc(CNCc2ccccc2-n2cncn2)cc1C
  -10	-12	20
CN(Cc1ccc(F)cc1F)C(=O)NCc1ccccc1
  -11	.	1
Cc1ccccc1-c1nc(COC(=O)c2nnn(-c3ccc(Cl)cc3)c2C)c(C)o1
  -6	-6	2
COc1cc(C)c(NC(=O)c2ccc(=O)[nH]c2)cc1OC
  0	.	-1
Cc1occc1C(=O)NNC1=NCCC1
  -4	.	3
Cc1ccc(C(=O)N2CCCC(CO)(Cc3ccccc3C)C2)s1 (stereo not drawn)
  -6	-10	8
OC1CSc2n(Cc3ccccc3)c3ccccc3[n+]2C1 (stereo not drawn)
  -7	.	3
CCCSc1ncccc1C(=O)NC(Cc1ccc(Cl)cc1)C(=O)OCC (stereo not drawn)
  -11	-4	-7
Cc1ccccc1OCC(O)CN(CCN1CCOCC1)Cc1cccn1Cc1ccccc1 (stereo not drawn)
  1	1	4
COCC1(C(=O)N2C[C@H](OC(C)C)[C@@H](O)C2)CCC1
  3&-9	.	23&23
Cc1ccc(-c2cccc(C(=O)O)c2)nn1
  -11	-12	.
Cc1nc(C)c(Cc2ccc([N+](=O)[O-])cc2)c(N2CCN(C(=O)C3CC3)CC2)n1
  -2	-4	-3
COc1ccc2nc(C)c(C(=O)N=c3sccn3C)cc2c1
  -7	-15	20
S=C(NCCN1CCOCC1)NNc1nncc2ccccc12
  -3	-2	3
CCCCc1ccc(C2=N/C(=C\C(C)=C\c3ccccc3)C(=O)O2)cc1
  2	.	-2
CC(=O)NCC1CCCN(c2nc(C(C)(C)C)nc3c2cnn3C)C1 (stereo not drawn)
  -4	.	3
COCC(=O)Nc1ccc(-n2nc(OCC(C)C)nc2-c2cccc(F)c2)cc1
  -7	-7	-3
CN=c1scc(-c2ccccc2)n1N=Cc1ccc2c(c1)OCCO2
  -15	.	2
CCOc1cc(C2c3nc[nH]c3CCN2Cc2ccco2)ccc1OC (stereo not drawn)
  -9	.	6
Cc1cc(Cl)cc2sc(N(Cc3cccnc3)C(=O)C(C)C)nc12
  -7	-7	2
O=C1CSC(c2ccccn2)N1c1ccccc1 (stereo not drawn)
  -3	-4	-7
CC(=O)SC[C@@H](C)C(=O)N1CCCC1C(=O)NCCc1nc(-c2ccccc2)c(C)s1 (stereo partly drawn)
  -9	-4	-7
CN(Cc1cn[nH]c1-c1cccc(F)c1)C1CCCN(C2Cc3ccccc3C2)C1 (stereo not drawn)
  -11	.	3
